697 NFkB inh: inhibitors of the PMA/ionomycin-induced NF-kB reporter in 697 B cells. AID 435022. 330,000 compounds, 0.33% hits. inhibition, % at 4 µM. 697 B-cell NF-kB luciferase reporter, 16 h; in the data active = inhibition above about 35%
UPR XBP1 act: activators of adaptive arm of unfolded protein response (XBP1). 330,000 compounds, 0.33% hits. CHO-XBP1 luciferase reporter, IRE1-XBP1 UPR activation, luminescence; percent of tunicamycin response, DMSO as zero. activation, % at 20 µM. AID 463104;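 active = versus positive control, 20 µM dose yields 30% or more activation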;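 also: 100% = tunicamycin at 10 µg/mL and 0% = DMSO only wells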
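assay system = CHO-XBP1 luciferase reporter cells | amount = 1000 cells/well | buffer or medium = F12 plus 10% FBS | compound dosing = single point, 20 µM final compound, 1% DMSO | incubation = 16-18 h cell attachment at 37 °C, then 6 h compound exposure | detection = Steady-Glo luminescence read | controls = tunicamycin 10 µg/mL and vehicle-only wells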
TIM10 inh: growth inhibitors of TIM10 yeast strain; inhibition, % at 10 µM; 330,000 compounds, 1.4% hits; S. cerevisiae TIM10 strain growth, BacTiter-Glo luminescence, 24 h;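 active = inhibition of 40% or more at the single tested concentration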;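 also: wild-type TIM10 isogenic control strain grown at permissive 25 °C; 0% = DMSO yeast wells and 100% = minimal medium wells without yeast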
tim10-1 inh: tim10-1 yeast growth inhibition | inhibition, % at 20 µM | S. cerevisiae tim10-1 ts strain growth, BacTiter-Glo, 24 h | 330,000 compounds, 2.2% hits;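 active = inhibition of at least 40%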;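 also: mutant grown at 25 °C; 0% = DMSO wells with yeast and 100% = wells holding no yeast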
tim23-1 inh: inhibits growth of tim23-1 mutant yeast; S. cerevisiae tim23-1 growth, BacTiter-Glo luminescence, 24 h; inhibition, % at 20 µM; 330,000 compounds, 1.3% hits;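 active = growth inhibition of the mutant yeast at or above 50%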;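 also: temperature-sensitive mutant grown at 25 °C; plate controls were DMSO-treated mutant yeast for no effect and medium wells lacking yeast for full effect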
Mdm2-MdmX inh: disrupts the human Mdm2-MdmX interaction; O15151+Q00987; SaOS-2 split-luciferase Mdm2/MdmX complementation, luminescence; inhibition, % at 8 µM; 330,000 compounds, 3% hits; AID 485346;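 active = inhibition of at least 50% at 8 µM in the primary screen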
Target sequence (O15151 whole entry, looked up): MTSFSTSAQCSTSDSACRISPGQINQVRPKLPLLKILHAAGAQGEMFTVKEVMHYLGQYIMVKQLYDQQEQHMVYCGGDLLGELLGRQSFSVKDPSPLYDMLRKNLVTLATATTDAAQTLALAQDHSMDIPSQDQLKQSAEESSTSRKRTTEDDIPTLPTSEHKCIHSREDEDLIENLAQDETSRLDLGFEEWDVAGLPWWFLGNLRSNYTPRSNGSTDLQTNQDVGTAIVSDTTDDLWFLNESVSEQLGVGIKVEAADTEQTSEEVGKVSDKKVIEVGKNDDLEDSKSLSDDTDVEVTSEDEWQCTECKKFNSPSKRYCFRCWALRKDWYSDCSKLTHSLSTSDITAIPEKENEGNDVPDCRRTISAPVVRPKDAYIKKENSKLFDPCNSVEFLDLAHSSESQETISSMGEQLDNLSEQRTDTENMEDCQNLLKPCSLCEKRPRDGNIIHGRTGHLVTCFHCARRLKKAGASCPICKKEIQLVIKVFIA
Target sequence (Q00987 whole entry, looked up): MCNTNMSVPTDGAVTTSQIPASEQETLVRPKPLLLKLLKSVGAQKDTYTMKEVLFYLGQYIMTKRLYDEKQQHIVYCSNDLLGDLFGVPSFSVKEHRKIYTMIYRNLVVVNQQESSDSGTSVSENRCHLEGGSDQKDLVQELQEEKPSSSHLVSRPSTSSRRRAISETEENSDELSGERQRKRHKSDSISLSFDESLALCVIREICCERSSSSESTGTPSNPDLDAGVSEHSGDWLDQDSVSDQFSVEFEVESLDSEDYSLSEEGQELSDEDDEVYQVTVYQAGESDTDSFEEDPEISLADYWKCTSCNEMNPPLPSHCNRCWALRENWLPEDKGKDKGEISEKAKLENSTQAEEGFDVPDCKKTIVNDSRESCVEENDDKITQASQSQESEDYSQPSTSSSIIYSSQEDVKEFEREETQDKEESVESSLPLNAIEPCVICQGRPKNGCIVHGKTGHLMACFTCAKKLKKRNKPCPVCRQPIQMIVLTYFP
CHOP UPR activ: activators of apoptotic arm of unfolded protein response (CHOP). 330,000 compounds, 0.34% hits. activation, % at 10 µM. CHO-CHOP luciferase reporter, UPR activation, luminescence; percent of tunicamycin response over DMSO baseline;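 active = at 10 µM dose, activation of 40% or more, normalized to positive control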;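 also: 100% = tunicamycin at 10 µg/mL and 0% = DMSO alone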
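Dosing – one dose, 10 µM in 0.5% DMSO · System – CHO-CHOP cells, stable luciferase reporter of PERK-eIF2a-CHOP signalling · Input – 500 cells/well · Control set – tunicamycin 10 µg/mL final as positive, DMSO-only wells as negative · Timing – 6 h compound treatment, 37 °C · Measure – % activation vs tunicamycin · Technique – luminescence read with Steady-Glo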
Jurkat NFkB inh: inhibitors of the PMA/ionomycin-induced NF-kB reporter in Jurkat cells; inhibition, % at 4 µM; AID 435003; PMA/ionomycin-induced NF-kB luciferase reporter, luminescence; 330,000 compounds, 0.53% hits; in the data active = inhibition above about 50%
Starred values were filed as active, the others as inactive.

SMILES	697 NFkB inh	UPR XBP1 act	TIM10 inh	tim10-1 inh	tim23-1 inh	Mdm2-MdmX inh	CHOP UPR activ	Jurkat NFkB inh
COc1cc(CCC(=O)Nc2nnc(-c3cccnc3)s2)cc(OC)c1OC	10	0	-1	4	5	1	0.0	1
O=C(Nc1ccc(Cl)c(C(=O)N2CCOCC2)c1)c1ccccc1	8	-5	-1	12	13	22	-0.5	4
NC(=S)c1cc2cc(Cl)ccc2oc1=O	1	-2	-8	6	-8	14	0.4	-2
Cc1ccc(C)c(OC(=O)C2CSC3(C)CCC(=O)N23)c1C (centres undefined)	14	-3	11	22	32	0	1.4	-7
COc1cc(-c2nc3ccccn3c2/N=C/c2cccc(OC)c2O)ccc1O	17	-1	17	21	0	12	-0.7	2
COc1ccc(C(=O)N2CCN(C(=O)c3cc(OC)c(OC)c(OC)c3)CC2)cc1	-12	-5	6	8	-15	15	-0.9	7
O=C(CCC(=O)N1CCN(c2ccccc2)CC1)Nc1nnc(C2CCCCC2)s1	1	1	11	0	10	32	3.0	-3
CCOC(=O)c1c(C)nc2c(c1-c1ccc(Cl)cc1)C(=O)CC(C)(C)C2	-31	-2	19	20	26	20	3.1	-3
COc1cccc(OCc2cc(C(=O)N(C)Cc3nc(C)cs3)no2)c1	-65	-3	0	22	39	-56	7.6	-74
Cc1ccc2c(c1)cc(C(=O)N1CCN(c3ccccn3)CC1)n2C	4	-4	9	13	23	30	-1.9	10
O=C(CN1C(=O)COc2ccc(Cl)cc21)NCC1CCCO1 (centres undefined)	-14	-2	-8	-2	-3	8	-0.2	-14
c1ccc2c(NCC3CCCO3)nc(N3CCCCC3)nc2c1 (centres undefined)	-28	1	-16	5	-2	8	2.9	12
Cc1nn(C2CCS(=O)(=O)C2)c(C)c1CN(C)C(=O)c1cccc(Cl)c1 (centres undefined)	0	-1	2	1	11	5	1.7	-6
N#CC1=C(N)SC(N)=C(C#N)C1c1ccnc2ccccc12	-8	0	3	11	3	2	-1.4	-16
Cc1ccc(C(C(=O)NCc2ccco2)N(C(=O)Cn2nnc3ccccc32)c2ccccc2)o1 (centres undefined)	-2	-5	0	13	3	25	0.7	0
O=C(C1CCCN1C(=O)c1cccs1)N1CCN(S(=O)(=O)c2ccc(F)cc2)CC1 (centres undefined)	16	0	11	13	8	-2	-2.1	-3
CCOC(=O)CN1C(=O)COc2ccc(C(C)(C)C)cc21	-20	0	14	32	26	11	1.7	-2
Cc1c(NC(=O)c2cccc(NC(=O)Cc3ccc(Cl)cc3)c2)c(=O)n(-c2ccccc2)n1C	2	-2	-8	-3	-12	-8	-1.7	5
CCN1C(=O)/C(=C\N(C)C)NC1=S	13	-1	7	1	7	2	-2.7	-3
CCc1c(O)nc(SCC(=O)Nc2nc3ccccc3s2)n(-c2ccc(C)cc2)c1=O	-96	-1	0	19	21	-42	3.4	-45
CCOC(=O)C1=C(C)NC(C)=C(C(=O)OCC)C1c1ccc(OC)cc1	-33	0	0	25	2	23	-1.5	-3
O=[N+]([O-])c1ccccc1/C=N/OCc1ccccc1	-75	-3	-25	3	-6	-31	4.4	-84
O=C(CSc1nnc(NC(=O)C2CCC2)s1)Nc1ccc(N2CCOCC2)cc1	-4	2	2	3	-8	0	1.1	15
O=C(c1ccc(NS(=O)(=O)c2ccc(F)cc2)cc1)N1CCN(c2ccccc2O)CC1	4	-2	2	2	2	3	0.8	12
Cc1ccc(S(=O)(=O)N2CCCOC2CNC(=O)C(=O)NCCc2c[nH]c3ccccc23)cc1 (centres undefined)	-6	-6	-2	6	11	28	-1.2	4
CCCCCCCCn1ccc(=N)cc1	78*	1	12	-8	19	55*	16	80*
O=[N+]([O-])c1cc(-c2csc(NCCc3nc4cc(Cl)c(Cl)cc4n3CCCO)n2)ccc1Cl	19	-3	2	12	7	8	-0.9	-15
FC(F)(F)c1nnc2sc(-c3cccs3)nn12	-6	-1	6	17	12	-4	-0.5	-1
Cc1nn(CC(=O)Nc2ccc(C(=O)N3CCCCC3)cc2)c(=O)c2ccccc12	17	3	-1	9	1	-15	-1.1	5
COc1ccc(OC)c(NS(=O)(=O)c2ccc3c(c2)CCC(=O)N3)c1	23	1	-18	1	20	23	-0.6	4
CCCn1c(SCC(=O)Nc2ccccc2N2CCCCC2)nc2c1c(=O)n(C)c(=O)n2C	-17	1	17	28	17	10	-0.4	2
O=C(NNC(=O)c1cccs1)c1csc(N2CCOCC2)n1	5	-1	4	18	8	1	1.7	-10
O=C(NNC(=S)NC(=O)c1ccccc1)c1ccc(O)cc1	1	-4	2	8	12	32	-0.3	-12
Cc1cc(NC(=O)CN2CCN(Cc3ccccc3)CC2)nc2c1c(=O)oc1ccccc12	0	2	1	6	12	47	1.6	-3
CCOC(=O)C1(CC2CCCCO2)CCN(S(=O)(=O)c2ccsc2)CC1 (centres undefined)	3	-2	5	-11	38	2	0.2	-22
O=C(NC(=S)NCCN1CCOCC1)c1ccccc1	4	3	-1	8	3	-13	1.9	-6
COc1ccc(Nc2cc(C)nc3nc(C)nn23)cc1Cl	0	2	-3	2	-3	9	-0.7	-15
Nc1ncnc2nc(SCc3ccc(Cl)cc3Cl)[nH]c12	2	0	9	10	15	38	1.1	-6
COc1ccc(CCNC(=O)C2CCCN(c3nc4ccccc4s3)C2)cc1OC (centres undefined)	-19	2	3	16	26	0	2.1	-35
CCNc1nc(NCC)nc(C(=O)OCCO)n1	-6	-1	-4	-15	-1	1	-2.8	5
CC(=O)c1c(N2CCOCC2)[nH]c(-c2ccccc2)nc1=S	-32	2	15	39	22	-12	-1.4	-3
Cc1ccc(-c2csc(NC(=O)c3ccc(F)cc3)c2C(=O)O)cc1	-79	-2	82*	81*	77*	5	8.1	-18
COc1cc(Br)c(CNc2cc(C)ccc2C)cc1OC	-18	-6	6	14	29	29	0.6	23
CCOC(=O)C1CCN(c2ncnc3nc[nH]c23)CC1	7	-1	-4	-6	2	19	-0.7	1
CCn1cc(CNC(=O)c2cccc([N+](=O)[O-])c2)cn1	0	1	1	-5	2	4	0.9	1
CCOc1ccc(N2CC(C(=O)Nc3ccc(S(=O)(=O)N4CCCCC4)cc3)CC2=O)cc1 (centres undefined)	-12	3	7	11	10	13	-0.7	22
CC1(C)C(=O)Nc2ccccc2N1C(=O)CSc1nnc2c(Cl)cc(Cl)cn12	18	3	-1	12	10	22	0.7	14
Cc1ccc(NC(=O)CCCCCN2C(=O)[C@@H]3Cc4ccccc4CN3C2=O)cc1	15	-1	4	35	39	19	3.7	1
C/C(=N\O)C(C)(C)Nc1cccc(Br)c1	-14	-5	-11	-15	-11	2	-1.0	-5
O=C(Nc1cccc(S(=O)(=O)N2CCCCC2)c1)c1ccc2c(c1)OCO2	-4	-2	20	27	27	10	2.1	7

Going on with the list:
SMILES	697 NFkB inh	UPR XBP1 act	TIM10 inh	tim10-1 inh	tim23-1 inh	Mdm2-MdmX inh	CHOP UPR activ	Jurkat NFkB inh
Cc1cc2nc(SCCN3CCCC3)[nH]c2cc1C	-23	3	12	18	2	-13	1.6	-51
COc1ccc(NS(=O)(=O)c2cc(C)ccc2C)cc1	-8	0	-12	28	-6	12	-1.3	31
c1ccc(-c2nc(-n3ccnc3)nc(-n3ccnc3)n2)cc1	-43	18	-29	21	48	29	3.4	-12
Cc1ccc(Cl)cc1NC(=O)c1cc(S(=O)(=O)N2CCOCC2)cn1C	6	-1	2	10	4	16	-1.7	-13
CCOC(=O)N1CCC(N2C(=O)c3ccccc3C2=O)CC1	4	-2	11	9	7	-8	-0.1	8
Cc1cc(-c2ccccc2)nc(N(C)NC(=O)C(C)(C)C)c1S(C)(=O)=O	13	-2	9	23	17	6	0.2	-2
Nc1[nH]n(-c2c(Cl)cc(Cl)cc2Cl)c(=O)c1N=Nc1ccc(S(=O)(=O)Nc2ncccn2)cc1	4	0	2	10	17	-17	-0.5	-3
COc1ccc(C(=O)NCCSc2ccccc2C)cc1	-188	-4	-4	-31	27	-162	2.4	-149
CC(Oc1cccc(Cl)c1)C(=O)Nc1ccccc1N1CCCC1 (centres undefined)	-29	0	-3	6	17	5	-0.7	-3
COc1cc2c(cc1OC)CN(C(=O)CN1CCN(S(=O)(=O)c3ccc(C)c(C)c3)CC1)CC2	-10	-3	5	10	12	41	1.0	15
CC1(C)CC1C(=O)Nc1ccc([N+](=O)[O-])cc1Br (centres undefined)	11	0	-2	4	16	22	-0.3	3
CC(=O)Nc1ccc(-c2cn3c(n2)SCC3)cc1	-24	1	-20	0	6	-8	4.2	-25
CCNC(=S)NNC(=O)c1cc(-c2cccnc2)nc2ccccc12	-6	0	34	55*	45	5	0.0	-4
CCCC(=O)NCCCCNC(=O)CCC	4	-2	5	2	0	0	1.0	3
COc1ccc(N2CCN(C3CCCN(Cc4ccccc4OCCO)C3)CC2)cc1 (centres undefined)	12	-3	-13	-12	-10	-13	-0.7	-6
COc1ccccc1NS(=O)(=O)c1cc(N)ccc1N1CCOCC1	-7	-6	8	19	14	1	-1.1	7
CN1CCN(NC(=O)CN2C(=O)S/C(=C\c3c(Cl)cccc3Cl)C2=O)CC1	-13	2	8	8	-2	19	-0.6	-2
Cc1c(C)n(Cc2ccc(F)cc2)c2ccc(C(=O)N3CCN(c4ccccn4)CC3)cc12	7	-6	13	26	30	33	3.2	2
CN(CC(=O)Nc1cccc2c1CCCC2)S(=O)(=O)c1ccccc1	8	5	-3	16	19	6	-0.7	-5
Nc1nnc(SCc2nnc(-c3ccccc3)o2)s1	-6	4	1	3	1	25	0.0	-6

Taken from above (six entries):
SMILES	697 NFkB inh	UPR XBP1 act	TIM10 inh	tim10-1 inh	tim23-1 inh	Mdm2-MdmX inh	CHOP UPR activ	Jurkat NFkB inh
CC1(C)CC1C(=O)Nc1ccc([N+](=O)[O-])cc1Br (centres undefined)	11	0	-2	4	16	22	-0.3	3
CC(=O)Nc1ccc(-c2cn3c(n2)SCC3)cc1	-24	1	-20	0	6	-8	4.2	-25
CCNC(=S)NNC(=O)c1cc(-c2cccnc2)nc2ccccc12	-6	0	34	55*	45	5	0.0	-4
CCCC(=O)NCCCCNC(=O)CCC	4	-2	5	2	0	0	1.0	3
COc1ccc(N2CCN(C3CCCN(Cc4ccccc4OCCO)C3)CC2)cc1 (centres undefined)	12	-3	-13	-12	-10	-13	-0.7	-6
COc1ccccc1NS(=O)(=O)c1cc(N)ccc1N1CCOCC1	-7	-6	8	19	14	1	-1.1	7

Carrying on.
SMILES	697 NFkB inh	UPR XBP1 act	TIM10 inh	tim10-1 inh	tim23-1 inh	Mdm2-MdmX inh	CHOP UPR activ	Jurkat NFkB inh
C=CCn1c(-c2ccc(OC)cc2)nc2nc3ccccc3nc21	-40	5	14	17	32	-7	2.9	-25
Cc1csc(NC(=O)CCCC(=O)O)c1-c1nc2ccccc2s1	-1	-2	-2	8	30	6	0.7	-9
CCOc1ccc(/C(O)=C/C(=O)C(=O)Nc2ccc(S(=O)(=O)NC(C)=O)cc2)cc1	-15	-2	17	-4	16	22	-1.4	-5
NCC(=O)c1cccc2ccc[n+]([O-])c12	1	-6	-5	9	-11	9	1.2	-19
CSCCC(NC(=O)COc1ccccc1)C(=O)N(C)CC(=O)Nc1ccc(Cl)cc1 (centres undefined)	7	-1	2	-3	10	-8	1.1	11
CCn1c(SCC(=O)Nc2cccc(C)n2)nc2c1c(=O)n(C)c(=O)n2C	3	2	14	10	6	10	-1.5	15
Cc1cc(C)nc(NS(=O)(=O)c2ccc(NC(=O)Nc3ccccc3F)cc2)n1	-2	1	-14	10	16	2	-0.1	1
Cc1ccc(S(=O)(=O)NCC(=O)OCC(=O)NCc2cccs2)cc1	12	-2	-8	6	-8	2	-0.3	-9

Compound activity: PubChem, Sanford-Burnham Center for Chemical Genomics
